High-throughput results as filed in PubChem BioAssay.
KDM5B inhibitor: inhibitors of human KDM5B histone demethylase; 220,000 compounds, 2.6% hits; KDM5B demethylase, FDH-coupled NADH fluorescence (FDH is formaldehyde dehydrogenase); Potency, µM (doses to about 57.7 µM), inactives show at the highest dose activity change, negative = inhibition, usual class: inhibitors; Q9UGL1; active = well fitted inhibition curve with a large enough effect; inconclusive = small, poorly fitted or top-dose-only effect; inactive = no such curve, though single readings can be large or run the other way; note: 0% is about no effect; nearly all actives have a fitted effect of over 70% in size
Target sequence (Q9UGL1 whole entry, looked up): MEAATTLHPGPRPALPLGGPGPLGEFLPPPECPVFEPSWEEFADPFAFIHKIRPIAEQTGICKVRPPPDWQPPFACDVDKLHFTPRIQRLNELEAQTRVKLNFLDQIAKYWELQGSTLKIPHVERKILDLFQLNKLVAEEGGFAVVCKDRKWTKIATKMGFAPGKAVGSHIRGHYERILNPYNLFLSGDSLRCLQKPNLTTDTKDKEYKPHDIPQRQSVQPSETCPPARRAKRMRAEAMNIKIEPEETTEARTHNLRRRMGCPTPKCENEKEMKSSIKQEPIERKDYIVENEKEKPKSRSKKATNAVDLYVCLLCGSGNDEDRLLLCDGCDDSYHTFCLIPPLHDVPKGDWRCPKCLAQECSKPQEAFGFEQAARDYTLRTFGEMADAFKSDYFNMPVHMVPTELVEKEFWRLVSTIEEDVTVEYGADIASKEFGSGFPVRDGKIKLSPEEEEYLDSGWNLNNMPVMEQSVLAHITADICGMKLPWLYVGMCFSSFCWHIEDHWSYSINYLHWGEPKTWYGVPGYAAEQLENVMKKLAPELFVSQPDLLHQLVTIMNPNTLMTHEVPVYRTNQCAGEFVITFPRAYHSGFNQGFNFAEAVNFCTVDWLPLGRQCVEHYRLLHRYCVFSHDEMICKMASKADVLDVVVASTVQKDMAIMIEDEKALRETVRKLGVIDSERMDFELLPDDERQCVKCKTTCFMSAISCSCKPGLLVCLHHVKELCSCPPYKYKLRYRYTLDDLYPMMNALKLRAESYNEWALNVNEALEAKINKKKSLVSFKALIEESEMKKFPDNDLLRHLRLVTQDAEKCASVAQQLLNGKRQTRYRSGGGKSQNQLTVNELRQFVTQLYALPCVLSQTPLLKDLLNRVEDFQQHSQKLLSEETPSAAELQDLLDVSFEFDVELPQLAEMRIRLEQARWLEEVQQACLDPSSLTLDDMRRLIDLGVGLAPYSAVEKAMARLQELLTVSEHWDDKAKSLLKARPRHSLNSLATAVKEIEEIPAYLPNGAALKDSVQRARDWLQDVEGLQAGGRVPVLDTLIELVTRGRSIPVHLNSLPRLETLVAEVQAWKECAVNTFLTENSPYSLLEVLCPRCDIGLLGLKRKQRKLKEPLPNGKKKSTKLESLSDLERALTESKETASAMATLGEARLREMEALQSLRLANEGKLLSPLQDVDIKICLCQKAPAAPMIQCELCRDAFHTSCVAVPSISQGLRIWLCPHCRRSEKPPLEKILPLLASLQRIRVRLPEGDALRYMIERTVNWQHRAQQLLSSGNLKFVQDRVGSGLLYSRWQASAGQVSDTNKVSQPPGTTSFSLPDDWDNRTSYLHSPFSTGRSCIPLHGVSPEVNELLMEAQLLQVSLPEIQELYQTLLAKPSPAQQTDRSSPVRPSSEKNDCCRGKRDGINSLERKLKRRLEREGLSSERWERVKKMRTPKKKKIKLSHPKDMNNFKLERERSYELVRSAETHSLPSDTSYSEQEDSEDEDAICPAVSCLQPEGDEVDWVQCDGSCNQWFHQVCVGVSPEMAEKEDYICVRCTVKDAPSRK
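KDM5BΔAP (200 nM final) in 50 mM HEPES pH 7.5, 0.01% Tween-20 was preincubated 10 min at RT with compound over a concentration range. Substrate mix (H3K4me3 12.5 µM, α-KG 25 µM, Fe²⁺, ascorbate, NAD⁺, FDH) was added, and NADH fluorescence change over 30 min gave dose-response curves.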
* marks the source's active call; other numbers are inactive results; ? = inconclusive; [ ] = dose if it differs, or a comment. Potency is the fitted concentration of half-maximal effect. The list is partial (hit frequency here may not be typical).

1) COc1cccc(OCc2nc(C(=O)N[C@H]3CCCCNC3=O)co2)c1
  KDM5B inhibitor = ?

2) COc1cccc(CNC(=O)CN2C(=O)CCc3cc(S(=O)(=O)N4CCOCC4)ccc32)c1
  KDM5B inhibitor = ?

3) O=C(Nc1ccccc1Oc1cccnc1)C1CCCN(C/C=C/c2ccc(F)cc2)C1 (stereo not given)
  KDM5B inhibitor = 15%

4) CCn1cnc2c1c(=O)n(CC(=O)NCC1CCCO1)c(=O)n2Cc1ccccc1 (stereo not given)
  KDM5B inhibitor = 20%

5) COc1cccc(CNC(=O)CN(c2ccc(C(C)C)cc2)S(=O)(=O)c2c(C)n[nH]c2C)c1
  KDM5B inhibitor = 0%

6) Cc1c(C)c2ccc(OC(C)C(=O)NCCc3ccc(S(N)(=O)=O)cc3)cc2oc1=O (stereo not given)
  KDM5B inhibitor = ?

7) Cc1cc(C)cc(NC(=O)CN2C(=O)CSc3ccc(S(=O)(=O)N(C)C)cc32)c1
  KDM5B inhibitor = -24%

8) COc1ccc(CCNC(=O)C(=O)Nc2ccccc2F)cc1
  KDM5B inhibitor = 2%[11.5 µM]

9) COc1ccccc1CNC(=O)c1cc2n(n1)CC(c1ccc3c(c1)OCO3)OC2 (stereo not given)
  KDM5B inhibitor = 25µM*

10) CC(C)c1nnc(C2CN(C(=O)c3cccn3C)CC23CCOCC3)o1 (stereo not given)
  KDM5B inhibitor = -16%

Records above printed as active in KDM5B inhibitor:
9) COc1ccccc1CNC(=O)c1cc2n(n1)CC(c1ccc3c(c1)OCO3)OC2 (stereo not given)
  KDM5B inhibitor = 25µM*

(list continues)
11) Cc1ccc(Cn2c3ccccc3c3cnn(CC(=O)N4CCCCCC4)c(=O)c32)cc1
  KDM5B inhibitor = -17%

12) COc1cccc2cc(C(=O)C3=C(O)C(=O)N(CCN(C)C)C3c3ccc(Cl)cc3)oc12 (stereo not given)
  KDM5B inhibitor = ?

13) CN(Cc1ccccc1)Cc1cc(C(=O)N(C)Cc2ccsc2)no1
  KDM5B inhibitor = 31%

14) Cn1c(=O)[nH]c(=O)c2c1nc(N1CCN(Cc3ccc(Cl)cc3)CC1)n2Cc1ccccc1F
  KDM5B inhibitor = -10%

15) O=C(CC1N=C2c3ccccc3N=C(SCC(=O)Nc3ccc(F)cc3)N2C1=O)NCc1cccs1 (stereo not given)
  KDM5B inhibitor = -27%

16) CCCCN(C)CCC(=O)Nc1cccc(F)c1
  KDM5B inhibitor = 1%

17) O=C(Nc1cccc2ccccc12)O[C@@H]1CO[C@H]2[C@@H]1OC[C@@H]2NCC1CCCCC1
  KDM5B inhibitor = ?

18) COCCNC(=O)c1cc(-c2ccccc2Cl)nc2ccccc12
  KDM5B inhibitor = -2%

19) O=C(Nc1ccc(-c2nc3ccccc3s2)cc1)C1CCN(C(=O)c2cccs2)CC1
  KDM5B inhibitor = ?

20) CCCCNC(=O)c1ccc(Cl)c(Cl)c1
  KDM5B inhibitor = 5%

21) CSc1cccc(NC(=O)c2ccc(F)cc2F)c1
  KDM5B inhibitor = -13%

22) Cc1ccc(C(=O)CCC(=O)CCC(=O)O)s1
  KDM5B inhibitor = 33%[activator]

23) Cc1ccc(S(=O)(=O)N2CCN(c3ccc([N+](=O)[O-])cn3)CC2)cc1
  KDM5B inhibitor = 2%

24) CCNC(=O)NC1(CCOC)CCN(Cc2cccc(C)c2)CC1
  KDM5B inhibitor = 26%

25) Cc1ccc(-c2[nH]c3ccccc3c2C=O)cc1
  KDM5B inhibitor = -2%

26) Cc1nnnn1CCC(=O)N[C@@H]1COCC[C@@H]1OCc1cscn1
  KDM5B inhibitor = -7%

27) COc1ccc(-c2cc(-c3ccc4cn[nH]c4c3)cn3cncc23)cn1
  KDM5B inhibitor = 10µM*

28) COCCCN1C(=O)CC[C@H]2CN(C(=O)c3ccc(CN)cc3)CC[C@H]21
  KDM5B inhibitor = 56%[activator]

29) CC(C)CCn1c(Oc2ccccc2Cl)nc2c1c(=O)n(C)c(=O)n2C
  KDM5B inhibitor = -11%

30) O=C(N[C@@H]1CCC[C@@H]1C(=O)N1CCN(c2cccc(Cl)c2)CC1)c1ccncc1
  KDM5B inhibitor = 23%

Reprinted at random: 2 entries already listed, in no set order.
19) O=C(Nc1ccc(-c2nc3ccccc3s2)cc1)C1CCN(C(=O)c2cccs2)CC1
  KDM5B inhibitor = ?

17) O=C(Nc1cccc2ccccc12)O[C@@H]1CO[C@H]2[C@@H]1OC[C@@H]2NCC1CCCCC1
  KDM5B inhibitor = ?

Going on with the list.
31) N#Cc1c(Cl)cccc1N1CCC(C(N)=O)CC1
  KDM5B inhibitor = ?

32) O=C(c1nn(-c2ccccc2)c(=O)c2ccccc12)N(Cc1ccccc1)C1CC1
  KDM5B inhibitor = 3%

33) c1ccc2c(CN3CCn4c(nnc4-c4ccncc4)C3)cccc2c1
  KDM5B inhibitor = 4%[149 µM]

34) CCc1ccccc1NC(=O)c1ccc(F)c(S(=O)(=O)NC2CCCCCC2)c1
  KDM5B inhibitor = 1%

35) Cc1cccc(C)c1-c1nnc2ccc(C(=O)NC3CC3)cn12
  KDM5B inhibitor = -25%[149 µM]

36) CS(=O)(=O)N(C1CCOCC1)C1CN(C(=O)c2cc3ccccc3[nH]2)C1
  KDM5B inhibitor = ?

37) Cc1cccc(C(=O)Nc2cccc(C(=O)N/N=C/c3cccc(C)n3)c2)c1
  KDM5B inhibitor = ?

38) COc1cc(C(=O)/C(=C/c2ccncc2)c2nc3ccccc3o2)cc(OC)c1OC
  KDM5B inhibitor = ?

39) CCn1c(=O)c2cc(C(=O)N(C)c3ccccc3C)sc2c2ccccc21
  KDM5B inhibitor = 0%

40) CN(C)c1cc(N2CCCC(NS(C)(=O)=O)C2)ncn1 (stereo not given)
  KDM5B inhibitor = -12%

41) COC(=O)c1ccc(CNC(=O)Nn2cnc3ccccc32)cc1
  KDM5B inhibitor = 12%

42) O=C(C1CCC1)N1CCCC(Cc2nncn2CC2CC2)C1 (stereo not given)
  KDM5B inhibitor = -15%

43) O=C([C@@H]1C[C@@H](O)[C@H](O)[C@@H]2NC(=S)N(c3ccc(Cl)cc3)[C@@H]21)N1CCCCC1
  KDM5B inhibitor = -10%[86.2 µM]

44) c1cn(-c2ccc(Oc3nn[nH]n3)cc2)c(-c2cc3n(n2)CCCNC3)n1
  KDM5B inhibitor = ?

45) COc1ccc(CNC(=O)C2CCN(c3nnc(-n4c(C)ccc4C)s3)CC2)c(OC)c1
  KDM5B inhibitor = ?

46) COc1cccc(-c2ccc(=O)n(CC(=O)N3CCc4ccccc4C3)n2)c1
  KDM5B inhibitor = -2%

47) CCOC(=O)c1c(O)c2ccccc2oc1=O
  KDM5B inhibitor = 0%

48) Cc1ccccc1Nc1ncnc2c1c(-c1ccccc1)cn2-c1ccc(F)cc1
  KDM5B inhibitor = ?

49) COc1ccc(NC(=O)NCCC(=O)N(C)Cc2ccc(Cl)c(Cl)c2)cc1
  KDM5B inhibitor = -16%

50) Cc1ccccc1C1CC(=O)N2CN(Cc3ccccc3)CSC2=C1C#N (stereo not given)
  KDM5B inhibitor = ?

51) COCCn1c(SCC(=O)c2ccccc2OC)nnc1-c1ccc(Cl)cc1
  KDM5B inhibitor = -14%

52) CCc1ccc(C(=O)N2CCC(Cc3nc(-c4cccc(OC)c4)no3)CC2)cc1
  KDM5B inhibitor = -25%

53) COc1ccc(CC(=O)NC2CC(=O)N(c3cccc(F)c3)C2)cc1OC (stereo not given)
  KDM5B inhibitor = -13%

54) Cc1ccc2nc(-c3ccc(NC(=O)C4CC4)cc3)oc2c1
  KDM5B inhibitor = -156%

55) COc1cccc(/C=N/NC(=O)C(C)Cn2cnc3ccccc32)c1 (stereo not given)
  KDM5B inhibitor = 7%

56) CCc1nnc(SCC(=O)N(C)CCOc2ccc(Br)cc2)n1C
  KDM5B inhibitor = -3%

57) Cc1ccc(C(=O)COC(=O)c2cc3ccccc3oc2=O)cc1C
  KDM5B inhibitor = 3%

58) O=C(CCc1ncc(-c2c(F)cccc2F)o1)NC1CCN(Cc2ccccc2)C1 (stereo not given)
  KDM5B inhibitor = 4%

59) Cc1c(NC(=O)CC23CC4CC(CC(C4)C2)C3)cccc1-c1nc2ncccc2o1
  KDM5B inhibitor = 3%

60) CCOC(=O)C1CCN(C(=O)c2nn(-c3ccc(C)cc3)c(=O)c3c2c2ccccc2n3C)CC1
  KDM5B inhibitor = 5%

61) CCSc1nc2c([nH]c3ccccc32)c(=O)n1-c1cccc(OC)c1
  KDM5B inhibitor = -9%

62) O=C1CC(c2noc(-c3cccc(F)c3)n2)CN1c1ccc(Cl)cc1 (stereo not given)
  KDM5B inhibitor = -23%

63) O=C(CN1CCN(C(=O)c2cc(-c3ccncc3)nc3ccccc23)CC1)N1CCOCC1
  KDM5B inhibitor = 6%

64) Fc1ccccc1-c1ccc(CNCc2ccco2)o1
  KDM5B inhibitor = 12%

65) COc1ccccc1CNC(=O)C(C)n1c(=O)cc(-c2ccccc2)c2c(C)nn(C)c21 (stereo not given)
  KDM5B inhibitor = ?

66) CC(=O)N1CCn2c(nn(-c3ccncc3)c2=O)C1
  KDM5B inhibitor = 5%[86.2 µM]

67) CCCNC(=O)c1ccc2c(c1)N=C(C)c1c(C)ccc(C)c1S2
  KDM5B inhibitor = -12%

68) Cc1ccc(C(=O)NCCn2ccn3nc(-c4ccc(F)cc4)cc3c2=O)cc1F
  KDM5B inhibitor = 34%[activator]

69) COc1cc(CNCC(O)c2ccccc2)ccc1Oc1nnnn1-c1ccccc1 (stereo not given)
  KDM5B inhibitor = 23%

70) COCCNC(=O)CCc1ccc2c(c1)CN(C(=O)NC(C)C)CCO2
  KDM5B inhibitor = 19%

Rewritten as tab-separated lines: five of the compounds above.
item	SMILES	KDM5B inhibitor
62	O=C1CC(c2noc(-c3cccc(F)c3)n2)CN1c1ccc(Cl)cc1 (stereo not given)	-23%
63	O=C(CN1CCN(C(=O)c2cc(-c3ccncc3)nc3ccccc23)CC1)N1CCOCC1	6%
64	Fc1ccccc1-c1ccc(CNCc2ccco2)o1	12%
65	COc1ccccc1CNC(=O)C(C)n1c(=O)cc(-c2ccccc2)c2c(C)nn(C)c21 (stereo not given)	?
66	CC(=O)N1CCn2c(nn(-c3ccncc3)c2=O)C1	5%[86.2 µM]

The list goes on.
71) Cc1nc(CC2CCN(C(=O)c3ccccc3)CC2)n[nH]1
  KDM5B inhibitor = -17%

72) CCC(=O)N(C1CCOCC1)C1CCN(Cc2ccc(OC)cc2OC)CC1
  KDM5B inhibitor = -17%

73) CCOc1ccc(NC(=O)c2cnn3c2NC(c2cccc(OC)c2)=CC3c2ccccc2)cc1 (stereo not given)
  KDM5B inhibitor = ?

74) Cc1ccc(-c2nc3sc(CCNS(=O)(=O)c4cc(F)ccc4F)c(C)n3n2)cc1
  KDM5B inhibitor = -13%

75) COc1ccccc1NC(=O)CN1C(=O)CSc2ccc(S(=O)(=O)N3CCCC3)cc21
  KDM5B inhibitor = -29%

76) Cc1noc2c(NC(C)C)cc(-c3ccccc3)nc12
  KDM5B inhibitor = 1%[115 µM]

77) CN(C)c1cc(CNC(=O)/C=C/c2ccc(F)cc2)ccn1
  KDM5B inhibitor = -4%

78) CCCCC(=O)Nc1cccc(NC(=O)c2cccc3c(Br)cccc23)c1
  KDM5B inhibitor = -2%

79) COc1ccc(C(=O)N2CCC3(CC2)C(=NC2CCCCC2)NC(=O)N3c2cccc(OC)c2)cc1
  KDM5B inhibitor = 2%[115 µM]

80) CCN(CC)C(=O)N1C[C@@H](Oc2cccnc2)C[C@@H]1C(=O)N1CCOCC1
  KDM5B inhibitor = 11%

81) O=C(NC[C@H]1OC[C@@H](NC2CCOCC2)[C@@H]1O)N1CCOCC1
  KDM5B inhibitor = 22%[86.2 µM]

82) Cc1ccc(C)c(CSc2nc3c([nH]c4ccccc43)c(=O)n2C)c1
  KDM5B inhibitor = -13%

83) Cc1cccc(-n2ncc3c(NC4CCCC4)ncnc32)c1
  KDM5B inhibitor = ?

84) Cc1ncsc1C(=O)N(Cc1cccs1)C1CC1
  KDM5B inhibitor = -16%

85) CCOc1ccccc1N(C)C(=O)Cn1nc(Cc2cccnc2)c2ccccc2c1=O
  KDM5B inhibitor = -14%

86) Cc1cccc(N2CCN(C(=O)c3cn(C4CCCCC4)c(=O)c4c3c3ccccc3n4C)CC2)c1C
  KDM5B inhibitor = 20%

87) O=C(NCc1ccc(Cl)cc1)C(=O)Nc1cccc(O)c1
  KDM5B inhibitor = 11%

88) COc1ccc(NC(=O)NC(C(=O)N2CCc3ccccc32)C(C)C)cc1OC (stereo not given)
  KDM5B inhibitor = -14%

89) CC1CCCN(C2CCN(Cc3ccc(Cl)cc3)CC2)C1 (stereo not given)
  KDM5B inhibitor = ?

90) CC(=O)N1CCCC(c2nc(-c3cccnc3)no2)CCNC(=O)CC1 (stereo not given)
  KDM5B inhibitor = -9%

91) Cc1ccc(Cl)c(NC(=O)NCc2nc(-c3cccc(Cl)c3)oc2C)c1
  KDM5B inhibitor = 18%

92) Cc1ccc(CNC(=O)c2cc(S(=O)(=O)N3CCCCC3)cn2C)cc1
  KDM5B inhibitor = -34%

93) O=C(Nc1nccs1)[C@@H]1C[C@@H](c2ccc(F)cc2)N([S+](=O)([O-])c2ccccc2)C1
  KDM5B inhibitor = 11%[86.2 µM]

94) Cc1noc(-c2cn(C3CCN(C(=O)c4ccc5c(c4)OCO5)CC3)nn2)n1
  KDM5B inhibitor = -9%

95) CNC(=O)CCn1ncc2cc(OCc3ccccc3-c3cnn(C)c3)ccc21
  KDM5B inhibitor = -29%[86.2 µM]

96) Cc1cc(C)n(CCC(=O)N[C@@H]2CN(c3ncccn3)C[C@H]2CO)n1
  KDM5B inhibitor = ?

97) C=C(C)Cn1c(=O)c2c(nc3n2CCN3c2ccc(F)cc2)n(C)c1=O
  KDM5B inhibitor = -25%

98) O=C(CCc1ccccc1F)NCc1nc2ccccc2s1
  KDM5B inhibitor = ?
